From PubChem BioAssay
Pf apPOL inh: Pf-apPOL inhibitors, biochemical, fluorescence; Plasmodium falciparum apicoplast DNA polymerase (apPOL); Recombinant Pf-apPOL, molecular beacon fluorescence, 1.5 h; inhibition, % at 10 µM; hit rate 0.25% among 210,000
mHTT CaM bind: mutant huntingtin-calmodulin interaction inhibitors – biochemical, AlphaScreen, primary screen; AID 1671202, 2021; hit rate 3.6% among 190,000; P42858; AlphaScreen His-mHTT/GST-CaM binding, luminescence; inhibition, % at 15 µM;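 also: 0% = both proteins with DMSO and 100% = one protein alone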
Target sequence (P42858 whole entry, looked up, stated change not applied): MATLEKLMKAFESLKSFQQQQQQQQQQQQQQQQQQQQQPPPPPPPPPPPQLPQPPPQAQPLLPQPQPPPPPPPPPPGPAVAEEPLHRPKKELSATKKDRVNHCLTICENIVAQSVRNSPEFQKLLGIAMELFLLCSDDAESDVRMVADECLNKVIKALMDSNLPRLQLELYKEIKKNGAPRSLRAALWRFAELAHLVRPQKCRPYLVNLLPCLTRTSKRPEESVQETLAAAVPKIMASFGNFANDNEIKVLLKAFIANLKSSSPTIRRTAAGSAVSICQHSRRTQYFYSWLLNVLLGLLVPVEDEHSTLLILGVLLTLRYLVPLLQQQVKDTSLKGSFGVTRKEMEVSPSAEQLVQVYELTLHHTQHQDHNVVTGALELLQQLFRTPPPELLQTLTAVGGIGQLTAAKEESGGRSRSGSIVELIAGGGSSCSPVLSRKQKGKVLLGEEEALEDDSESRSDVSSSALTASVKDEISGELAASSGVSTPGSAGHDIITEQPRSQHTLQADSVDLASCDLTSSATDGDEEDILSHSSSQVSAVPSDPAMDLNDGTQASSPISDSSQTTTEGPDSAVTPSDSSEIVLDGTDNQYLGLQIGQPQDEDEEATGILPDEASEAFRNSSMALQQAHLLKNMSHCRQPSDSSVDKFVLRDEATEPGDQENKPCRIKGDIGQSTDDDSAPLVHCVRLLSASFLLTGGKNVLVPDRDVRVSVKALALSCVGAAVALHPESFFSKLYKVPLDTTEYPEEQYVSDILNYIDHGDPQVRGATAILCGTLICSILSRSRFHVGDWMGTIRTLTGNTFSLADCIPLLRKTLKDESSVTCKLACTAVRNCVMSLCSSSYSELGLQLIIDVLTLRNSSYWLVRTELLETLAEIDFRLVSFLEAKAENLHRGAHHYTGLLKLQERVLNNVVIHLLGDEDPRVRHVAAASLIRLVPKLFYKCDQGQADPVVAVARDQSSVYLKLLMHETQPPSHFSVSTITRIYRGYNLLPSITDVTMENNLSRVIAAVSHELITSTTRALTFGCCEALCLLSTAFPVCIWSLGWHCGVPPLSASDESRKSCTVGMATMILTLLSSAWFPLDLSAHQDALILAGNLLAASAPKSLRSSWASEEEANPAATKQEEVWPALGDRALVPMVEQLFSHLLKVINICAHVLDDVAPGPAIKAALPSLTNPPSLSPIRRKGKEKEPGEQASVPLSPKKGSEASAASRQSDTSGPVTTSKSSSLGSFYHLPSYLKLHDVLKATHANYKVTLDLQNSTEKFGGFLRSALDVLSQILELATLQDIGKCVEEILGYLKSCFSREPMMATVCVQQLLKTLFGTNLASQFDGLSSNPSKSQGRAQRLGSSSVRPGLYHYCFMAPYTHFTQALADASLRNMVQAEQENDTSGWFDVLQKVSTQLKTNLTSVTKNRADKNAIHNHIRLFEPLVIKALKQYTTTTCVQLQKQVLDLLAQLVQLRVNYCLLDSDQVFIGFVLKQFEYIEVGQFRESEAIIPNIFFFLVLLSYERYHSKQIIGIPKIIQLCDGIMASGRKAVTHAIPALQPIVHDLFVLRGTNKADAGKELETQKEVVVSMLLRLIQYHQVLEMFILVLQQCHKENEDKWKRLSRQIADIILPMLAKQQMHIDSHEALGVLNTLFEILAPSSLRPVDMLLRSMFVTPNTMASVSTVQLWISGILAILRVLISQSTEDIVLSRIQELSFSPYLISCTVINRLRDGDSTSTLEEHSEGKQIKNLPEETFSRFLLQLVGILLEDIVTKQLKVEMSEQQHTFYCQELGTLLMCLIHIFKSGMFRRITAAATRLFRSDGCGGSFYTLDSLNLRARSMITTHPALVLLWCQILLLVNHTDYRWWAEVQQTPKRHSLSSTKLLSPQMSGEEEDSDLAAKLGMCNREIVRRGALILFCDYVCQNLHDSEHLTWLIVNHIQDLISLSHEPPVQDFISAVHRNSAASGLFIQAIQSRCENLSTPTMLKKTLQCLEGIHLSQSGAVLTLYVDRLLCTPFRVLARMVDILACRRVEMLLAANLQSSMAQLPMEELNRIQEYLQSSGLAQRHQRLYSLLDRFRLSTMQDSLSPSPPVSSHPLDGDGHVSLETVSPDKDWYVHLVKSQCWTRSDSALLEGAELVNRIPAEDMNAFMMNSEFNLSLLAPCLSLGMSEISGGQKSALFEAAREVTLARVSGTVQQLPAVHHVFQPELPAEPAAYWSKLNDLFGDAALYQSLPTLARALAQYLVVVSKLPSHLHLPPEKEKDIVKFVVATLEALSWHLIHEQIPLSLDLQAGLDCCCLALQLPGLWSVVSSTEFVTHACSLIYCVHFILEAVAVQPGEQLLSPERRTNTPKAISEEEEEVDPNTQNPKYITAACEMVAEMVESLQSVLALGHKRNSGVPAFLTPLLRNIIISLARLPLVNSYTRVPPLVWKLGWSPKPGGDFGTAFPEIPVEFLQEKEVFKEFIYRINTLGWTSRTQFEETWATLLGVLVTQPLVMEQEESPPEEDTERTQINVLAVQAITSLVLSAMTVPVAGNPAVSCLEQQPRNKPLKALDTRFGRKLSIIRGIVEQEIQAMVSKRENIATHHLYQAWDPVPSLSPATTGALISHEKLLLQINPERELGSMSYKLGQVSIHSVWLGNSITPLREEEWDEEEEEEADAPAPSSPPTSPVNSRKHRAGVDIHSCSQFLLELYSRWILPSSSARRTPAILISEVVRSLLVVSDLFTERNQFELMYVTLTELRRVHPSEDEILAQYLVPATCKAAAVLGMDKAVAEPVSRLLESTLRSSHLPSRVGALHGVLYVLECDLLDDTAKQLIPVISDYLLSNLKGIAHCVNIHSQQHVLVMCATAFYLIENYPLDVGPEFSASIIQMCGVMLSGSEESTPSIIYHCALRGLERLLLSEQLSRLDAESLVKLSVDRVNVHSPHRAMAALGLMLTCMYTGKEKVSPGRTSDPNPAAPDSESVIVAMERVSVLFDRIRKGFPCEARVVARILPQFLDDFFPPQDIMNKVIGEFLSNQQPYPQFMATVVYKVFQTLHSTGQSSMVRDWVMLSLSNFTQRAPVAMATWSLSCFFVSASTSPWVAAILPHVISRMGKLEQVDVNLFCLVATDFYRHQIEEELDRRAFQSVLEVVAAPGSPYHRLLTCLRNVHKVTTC
Starred values were filed as active, the others as inactive; & = joins results of further samples. Rule as the data show it: active = inhibition above about 50%; inactive = the rest. A portion of the library. The share of hits here may be higher or lower than overall.

Results for Cn1c(=O)c2c(SCC(=O)Nc3nccs3)nc(-c3ccc(F)cc3)nc2n(C)c1=O ?
Pf apPOL inh: 3; mHTT CaM bind: 3

Results for CCOC(=O)C[C@H]1c2ccc(C(F)(F)F)cc2S(=O)(=O)N1C1CCCC1 ?
Pf apPOL inh: -5; mHTT CaM bind: -8

Results for Cc1cc(C)n(-c2ccc(N3CCOCC3)nn2)n1 ?
Pf apPOL inh: -1&1; mHTT CaM bind: 0&3

What do the screens show for `CCCCOC(=O)COc1cc2oc(=O)cc(C)c2cc1CC`?
Pf apPOL inh: 2; mHTT CaM bind: -4

How did Cc1ccc(-c2nn(-c3ccccc3)cc2/C=c2\sc3nc(-c4ccncc4)nn3c2=O)cc1 do in these assays?
Pf apPOL inh: -4; mHTT CaM bind: 5

What do the screens show for `Cc1ccc2c(c1)NC(c1cccs1)C1=C(CC(C)(C)CC1=O)N2` (stereo unspecified)?
Pf apPOL inh: 3; mHTT CaM bind: 7

How did CCN(C(=O)c1sc(NC(=O)c2ccccc2F)c(C#N)c1C)C1CCCCC1 do in these assays?
Pf apPOL inh: 0; mHTT CaM bind: -2

Results for COc1cc(OC)c(OC)cc1C=C1Oc2cc(OC(=O)c3ccco3)ccc2C1=O ?
Pf apPOL inh: -72; mHTT CaM bind: 11

How did Cc1cc(C)nc(SCC(=O)NCc2ccco2)n1 do in these assays?
Pf apPOL inh: 1; mHTT CaM bind: -6

How did COc1cccc(CN2CCC(C(=O)NCc3ccc(C)cc3)CC2)c1OC do in these assays?
Pf apPOL inh: 3; mHTT CaM bind: 1

Among those listed so far, three contain four or more nitrogen atoms:
Results for Cn1c(=O)c2c(SCC(=O)Nc3nccs3)nc(-c3ccc(F)cc3)nc2n(C)c1=O ?
Pf apPOL inh: 3; mHTT CaM bind: 3

Results for Cc1cc(C)n(-c2ccc(N3CCOCC3)nn2)n1 ?
Pf apPOL inh: -1&1; mHTT CaM bind: 0&3

How did Cc1ccc(-c2nn(-c3ccccc3)cc2/C=c2\sc3nc(-c4ccncc4)nn3c2=O)cc1 do in these assays?
Pf apPOL inh: -4; mHTT CaM bind: 5

Other structures.
Results for COc1cc(C(=O)Nc2cccc(S(=O)(=O)N3CCCC3)c2)cc(OC)c1OC ?
Pf apPOL inh: 0; mHTT CaM bind: 35

What do the screens show for `CC1=NN(c2cccc(C(=O)O)c2)C(=O)/C1=C/c1cccc([N+](=O)[O-])c1`?
Pf apPOL inh: 5; mHTT CaM bind: 6

What do the screens show for `Cc1cc(OCCN2CCN(C)CC2)ccc1C(C)C`?
Pf apPOL inh: 4; mHTT CaM bind: -1

Results for O=S(=O)(NCc1ccc(-c2csnn2)cc1)c1ccc(F)c(Cl)c1 ?
Pf apPOL inh: -7

How did CC1=C(C(=O)Nc2ccccn2)C(c2ccccn2)n2ncnc2N1 (stereo unspecified) do in these assays?
Pf apPOL inh: -3; mHTT CaM bind: 5

Results for CN=c1sc(C(=O)Nc2cccc(Cl)c2)cc(=O)n1C ?
Pf apPOL inh: -4; mHTT CaM bind: -8

Results for COc1ccc(-c2nn(C)c(=O)c3ccccc23)cc1NC(=O)c1ccc(C)cc1 ?
Pf apPOL inh: -2; mHTT CaM bind: 17

Results for O=C(NCCCN1CCCCC1)C1CN(S(=O)(=O)c2cccnc2)CC12CCCCC2 (stereo unspecified) ?
Pf apPOL inh: 1; mHTT CaM bind: 1

What do the screens show for `c1ccc2ncc(-n3cnnn3)cc2c1`?
mHTT CaM bind: 0

Results for O=C1CSC(c2ccc3c(c2)OCO3)N1 (stereo unspecified) ?
Pf apPOL inh: -3; mHTT CaM bind: 0

Results for COc1ccc(Cl)cc1C(=O)NCc1ccc(F)cc1 ?
Pf apPOL inh: -3; mHTT CaM bind: -10

How did Fc1ccccc1CSc1nc2ccccc2[nH]1 do in these assays?
Pf apPOL inh: -2; mHTT CaM bind: -8

Results for COc1cccc(N2CCN(C3CCC(C)C3)CC2)c1 (stereo unspecified) ?
Pf apPOL inh: -1; mHTT CaM bind: 7

Results for COc1ccccc1/C=C1\N=C(c2ccccc2Cl)OC1=O ?
Pf apPOL inh: -4; mHTT CaM bind: 3

Results for CCC(=O)NCCc1csc(C2CCCN(C(=O)Cc3ccccc3C)C2)n1 (stereo unspecified) ?
Pf apPOL inh: -2; mHTT CaM bind: 6

How did Cc1cccc(OCC(=O)NCCC2CCN(C(=O)NC3CCCCC3)CC2)c1 do in these assays?
Pf apPOL inh: 1; mHTT CaM bind: 13

Results for Cc1ccc(S(=O)(=O)c2cc(C(F)(F)F)cc(C(F)(F)F)c2)cc1 ?
Pf apPOL inh: -7&6

Results for CC(C)C(=O)N1CCN(c2ccc(F)cc2)CC1 ?
Pf apPOL inh: -2; mHTT CaM bind: 2

How did CC(C)(C)NC(=O)CSc1nnc(C(Cc2ccccc2)NC(=O)OC(C)(C)C)o1 (stereo unspecified) do in these assays?
Pf apPOL inh: -5

Results for Cc1ccccc1CC(=O)N1CCC(c2ccn3ncc(C(=O)N4CCCCC4)c3c2)CC1 ?
Pf apPOL inh: -7; mHTT CaM bind: 12

What do the screens show for `O=C(O)c1cc(NC(=O)c2ccc(I)cc2)cc(C(=O)O)c1`?
Pf apPOL inh: -6; mHTT CaM bind: -2

How did CC1=CC(C)(C)NC(=S)N1 do in these assays?
Pf apPOL inh: -3

Results for CC1(C)C2CCC1(C)C(OC(=O)c1cc3cc([N+](=O)[O-])ccc3oc1=O)C2 (stereo unspecified) ?
Pf apPOL inh: -8; mHTT CaM bind: -2

How did CC1CCN(C(=O)CSc2nc3c(c(=O)n2Cc2ccccc2)SC(C)C3)CC1 (stereo unspecified) do in these assays?
Pf apPOL inh: 2; mHTT CaM bind: 17

What do the screens show for `CN(C)C(N)=NC(N)=Nc1ccccc1`?
Pf apPOL inh: -3; mHTT CaM bind: -5

How did O=C(Nc1ccc(Cl)cc1)c1cccc2[nH]cc(CN3CCSCC3)c12 do in these assays?
Pf apPOL inh: -2; mHTT CaM bind: 29

Results for C=CCc1cc(Cl)ccc1OCCCN1CCOCC1 ?
Pf apPOL inh: -8; mHTT CaM bind: 1

What do the screens show for `Cc1[nH]nc(SCC(=O)Nc2ccc(F)cc2F)c1[N+](=O)[O-]`?
Pf apPOL inh: 3; mHTT CaM bind: -1

What do the screens show for `N#Cc1ccc(Oc2ccc(C#N)cc2)cc1`?
Pf apPOL inh: -4; mHTT CaM bind: -8

How did CSc1cccc(NC(=O)C2CC(=O)N(c3ccc4c(c3)CCN4C(=O)C3CC3)C2)c1 (stereo unspecified) do in these assays?
Pf apPOL inh: 2; mHTT CaM bind: 9

What do the screens show for `COc1cc(C(=O)NC2C=CS(=O)(=O)C2)cc(OC)c1OC` (stereo unspecified)?
Pf apPOL inh: -2; mHTT CaM bind: -7

How did CC(C)c1ccc(NC(=O)C2CCc3sc(C(=O)N4CCOCC4)cc3C2)cc1 (stereo unspecified) do in these assays?
Pf apPOL inh: -1; mHTT CaM bind: 18

How did CCn1c(CCC(=O)NCc2ccc(F)cc2)nc2c(C)cccc2c1=O do in these assays?
Pf apPOL inh: -2; mHTT CaM bind: -4

Results for Cc1cccc(COC[C@H](Cc2ccccc2)N2CCN(C(=O)c3cccc(Cl)c3)CCC2=O)c1 ?
Pf apPOL inh: -4&-6; mHTT CaM bind: 98*

How did CC(=O)Nc1ccccc1NC(=O)COc1ccc(Br)c(C)c1 do in these assays?
Pf apPOL inh: 1; mHTT CaM bind: -6

How did O=C(NCc1cccnc1)c1cc(-c2ccc(F)cc2)ns1 do in these assays?
Pf apPOL inh: -2; mHTT CaM bind: -10

Results for CCc1cc2c(cc(C(N)=O)n2C)s1 ?
Pf apPOL inh: -3; mHTT CaM bind: 9

How did O=[N+]([O-])c1ccc(-n2ccnc2)c(F)c1 do in these assays?
mHTT CaM bind: -1

Results for Cc1ccc(C(=O)N2CCC(COc3ccc(C(=O)NC4CC4)cc3)CC2)s1 ?
Pf apPOL inh: -3; mHTT CaM bind: -5

How did Cc1cc(C)nc(SCC(=O)Nc2ccc(OC(F)(F)F)cc2)n1 do in these assays?
Pf apPOL inh: -4; mHTT CaM bind: 3

Results for O=C(c1cccc(F)c1)N1CCCC(C(=O)N2CCCCCC2)C1 (stereo unspecified) ?
Pf apPOL inh: -4; mHTT CaM bind: -11

What do the screens show for `CC(=O)c1ccc(NC(=O)CSc2ccccn2)cc1`?
Pf apPOL inh: -2; mHTT CaM bind: -1

How did Cc1cc(C)c(NC(=O)c2cc(S(=O)(=O)NCc3ccc(F)cc3)ccc2F)c(C)c1 do in these assays?
Pf apPOL inh: -18; mHTT CaM bind: 9

What do the screens show for `CCOC(=O)/C(=C\C1=CC=C([N+](=O)[O-])C1)NC(=O)c1cccc(C)c1`?
mHTT CaM bind: -2

What do the screens show for `COc1cc(C(=O)N2CCN(Cc3ccc(Br)cc3)CC2)cc(OC)c1OC`?
Pf apPOL inh: -1; mHTT CaM bind: 8

How did COc1ccc(CNC(=O)Nc2nnc(Cc3ccc(F)cc3)o2)cc1OC do in these assays?
Pf apPOL inh: -7; mHTT CaM bind: -5

Results for c1ccc(CCNc2ccncn2)nc1 ?
mHTT CaM bind: -1

How did Cc1nnc(NC(=O)Cc2cc(-c3ccc4c(c3)OCO4)on2)s1 do in these assays?
Pf apPOL inh: 6; mHTT CaM bind: -7

How did COc1ccc(CCNC(=O)Cn2cnc(C)cc2=O)cc1OC do in these assays?
Pf apPOL inh: -5; mHTT CaM bind: -12

Results for COC(=O)c1ccc(CN2CCN(c3ccc(F)cc3F)C(=O)C2C)cc1 (stereo unspecified) ?
Pf apPOL inh: -1; mHTT CaM bind: 7

How did C=CCCC1CN(Cc2ccc(OC)cc2)S(=O)(=O)c2c(Oc3ccc(OC)cc3)cccc2O1 (stereo unspecified) do in these assays?
Pf apPOL inh: -4; mHTT CaM bind: -4

How did COc1nccnc1N1CCC(NC(=O)NCc2ccco2)C1 (stereo unspecified) do in these assays?
Pf apPOL inh: 0; mHTT CaM bind: 2

What do the screens show for `Cc1nn(-c2ccc(C(=O)NCc3ccccc3)cc2)c2c1C(=O)CC(C)(C)C2`?
Pf apPOL inh: 5; mHTT CaM bind: -3

What do the screens show for `CCOc1ccc(NC(=O)N2CCCC2c2c(C)noc2C)cc1` (stereo unspecified)?
Pf apPOL inh: 1; mHTT CaM bind: -9

How did CCCNc1cc(N2CCCC(CCC(=O)NCc3ccccn3)C2)ncn1 (stereo unspecified) do in these assays?
Pf apPOL inh: -4; mHTT CaM bind: 2

What do the screens show for `O=C(c1ccccc1)c1cc2cc(Br)ccc2o1`?
Pf apPOL inh: -4; mHTT CaM bind: -13

How did COCc1cc(=O)n2[nH]c(-c3ccc(Br)cc3)cc2n1 do in these assays?
Pf apPOL inh: 2; mHTT CaM bind: -1

How did C#CCN(C)C(=O)c1ccc(-c2cccc(C(F)(F)F)c2)s1 do in these assays?
Pf apPOL inh: -6; mHTT CaM bind: 5

How did O=C(O)c1cccc([N+](=O)[O-])c1C(=O)n1nnc2ccccc21 do in these assays?
Pf apPOL inh: -5; mHTT CaM bind: -4

Results for COc1ccc(N2C(=O)CC(N3CCC(C(N)=O)(N4CCCCC4)CC3)C2=O)cc1 (stereo unspecified) ?
Pf apPOL inh: -10; mHTT CaM bind: 1

Looked up one by one from above:
Results for COc1cccc(N2CCN(C3CCC(C)C3)CC2)c1 (stereo unspecified) ?
Pf apPOL inh: -1; mHTT CaM bind: 7

How did CC(C)c1ccc(NC(=O)C2CCc3sc(C(=O)N4CCOCC4)cc3C2)cc1 (stereo unspecified) do in these assays?
Pf apPOL inh: -1; mHTT CaM bind: 18

How did COCc1cc(=O)n2[nH]c(-c3ccc(Br)cc3)cc2n1 do in these assays?
Pf apPOL inh: 2; mHTT CaM bind: -1

How did COc1nccnc1N1CCC(NC(=O)NCc2ccco2)C1 (stereo unspecified) do in these assays?
Pf apPOL inh: 0; mHTT CaM bind: 2

Additional structures.
Results for Cc1ccc(-c2nc(-c3cccnc3)no2)cc1Cl ?
Pf apPOL inh: 1; mHTT CaM bind: -12

What do the screens show for `CCOCC(=O)Nc1ccc(CC(=O)NCC(F)(F)F)cc1`?
Pf apPOL inh: 0; mHTT CaM bind: -10

What do the screens show for `Cc1c(C2CCN(C(=O)c3n[nH]c4ccccc34)CC2)noc1N`?
Pf apPOL inh: -3; mHTT CaM bind: 2

How did COc1ccc2c(c1OC)C(=O)OC2Nc1ccc(Br)cn1 (stereo unspecified) do in these assays?
Pf apPOL inh: 4; mHTT CaM bind: -1

How did O=C(Nc1nn[nH]n1)C1CCCCC1 do in these assays?
mHTT CaM bind: -1

Results for COC(=O)c1sccc1NC=C(C#N)S(=O)(=O)C(C)(C)C ?
Pf apPOL inh: -13

How did CC1(O)c2ccccc2C(=O)N1Cc1cccnc1 (stereo unspecified) do in these assays?
Pf apPOL inh: 10; mHTT CaM bind: -1

Results for O=C(Nc1ccc2c(c1)OCO2)N1CCCC1c1ccccc1Cl (stereo unspecified) ?
Pf apPOL inh: -1; mHTT CaM bind: 8

Results for O=[N+]([O-])c1ccccc1OCCNCc1ccco1 ?
Pf apPOL inh: -4; mHTT CaM bind: -3

What do the screens show for `CC1CCN(c2ccc(/C=C3/SC(=N)NC3=O)cc2[N+](=O)[O-])CC1`?
Pf apPOL inh: -13; mHTT CaM bind: 46

What do the screens show for `CCSc1nc(SCC)c2c3c([nH]c2n1)CCCC3`?
Pf apPOL inh: -1; mHTT CaM bind: 6

Results for C=CCC1(C#N)C(SC)=NC2=C(C(=O)CC(C)(C)C2)C1c1ccccc1 (stereo unspecified) ?
Pf apPOL inh: -10; mHTT CaM bind: 21

What do the screens show for `O=CNC1CCCc2c1[nH]c1ccc(Br)cc21` (stereo unspecified)?
Pf apPOL inh: -4; mHTT CaM bind: 30

What do the screens show for `COCCNC(=O)C1Cc2ccccc2N2CCN(c3cccc(Cl)c3)CC12` (stereo unspecified)?
Pf apPOL inh: 2; mHTT CaM bind: 57*

What do the screens show for `O=C(Nc1ccc(Cl)c(Cl)c1)C1(c2ccccc2)CCOCC1`?
Pf apPOL inh: -5; mHTT CaM bind: 29

How did O=[N+]([O-])c1ccc2c(c1)c(-c1ccccc1)c(CO)n2Cc1ccccc1 do in these assays?
Pf apPOL inh: -1; mHTT CaM bind: 4
